S1P4 agonist = human S1P4 receptor agonism; actives 0.35% (n = 220,000); S1P4-expressing cell line, agonist reporter assay; activation, % at 4.98 µM; O95977; in the data active = activation above about 11%;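 also: 0% = DMSO vehicle and 100% = reference agonist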
Target sequence (O95977 whole entry, looked up): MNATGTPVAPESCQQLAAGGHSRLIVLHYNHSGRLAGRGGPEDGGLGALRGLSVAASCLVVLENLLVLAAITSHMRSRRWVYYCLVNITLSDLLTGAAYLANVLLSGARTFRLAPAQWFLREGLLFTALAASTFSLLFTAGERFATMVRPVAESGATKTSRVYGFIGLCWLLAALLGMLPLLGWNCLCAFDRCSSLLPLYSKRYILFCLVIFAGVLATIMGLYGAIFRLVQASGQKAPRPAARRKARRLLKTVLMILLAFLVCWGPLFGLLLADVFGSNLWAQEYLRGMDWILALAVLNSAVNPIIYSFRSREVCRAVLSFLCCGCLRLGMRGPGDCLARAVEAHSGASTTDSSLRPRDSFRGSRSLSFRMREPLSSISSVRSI
TRPML3 ag = human mucolipin-3 channel agonism. activation, % at 3 µM. HEK293 TRPML3-YFP, Fluo-8 calcium fluorescence; 100% = the carbachol control signal. Q8TDD5. actives 0.29% (n = 220,000);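 active = activation above its plate's cutoff, the mean activation of the plate's test wells plus 3 SD, cut at about 12% in these data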;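 also: 0% = DMSO only wells and 100% = carbachol wells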
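Test system – HEK293 line with stable expression of human TRPML3-YFP channel · Control set – carbachol 87 µM final as high control (100%), DMSO as low control (0%) · Signal – Fluo-8 calcium dye fluorescence, ex 470-495, em 515-575 nm · Incubation – 1-h 37 °C dye load, 5-s basal, 120-s post-compound reads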
NPY1 pot ag = human NPY-Y1 potentiation or agonism, primary screen | P25929 | NPY-Y1 expressing cells, potentiator/agonist activation | activation, % at 3.6 µM | actives 0.37% (n = 220,000) | AID 1304; in the data active = activation above about 33%, passing the limit was not always enough;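 also: cells stimulated with NPY at EC10 then isoproterenol at EC100; 0% = low agonist plus stimulus and 100% = saturating agonist plus stimulus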
EP2 modulator = modulates human prostaglandin E2 receptor EP2 signaling. actives 0.83% (n = 260,000). induction, % at 25 µM. EP2-expressing cells, cAMP HTRF FRET, PGE2 co-stimulation. P43116;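 active = compounds whose cAMP rise, as percent of the full-agonist control response, exceeds 60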;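 also: rat C6 glioma line stably carrying human EP2 under a CMV promoter; the protocol text gives 20 µM as final concentration; 100% = response of wells given 1 µM PGE2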
Target sequence (P43116 whole entry, looked up): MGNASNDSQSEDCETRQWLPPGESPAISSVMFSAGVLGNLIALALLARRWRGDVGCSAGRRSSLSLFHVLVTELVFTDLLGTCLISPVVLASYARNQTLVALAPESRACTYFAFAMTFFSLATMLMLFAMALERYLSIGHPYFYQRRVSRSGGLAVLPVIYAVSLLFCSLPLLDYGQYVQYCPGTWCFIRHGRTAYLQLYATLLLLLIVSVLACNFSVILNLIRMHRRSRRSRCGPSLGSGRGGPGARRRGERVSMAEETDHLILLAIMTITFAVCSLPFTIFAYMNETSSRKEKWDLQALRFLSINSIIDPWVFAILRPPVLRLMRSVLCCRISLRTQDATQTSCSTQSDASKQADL
NPY Y1 blocker = blocks the human neuropeptide Y Y1 receptor; inhibition, % at 3.6 µM; P25929; HEK293-CNG Y1 cells, membrane potential fluorescence; NPY at EC95, then isoproterenol; actives 1% (n = 200,000); AID 1040;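 active = inhibition above the campaign mean inhibition of all tested compounds plus 3 SD, cut at about 20% in these data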;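 also: 0% = DMSO wells given NPY plus isoproterenol and 100% = isoproterenol alone without NPY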
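Test system – HEK293 Y1/CNG channel cell line · Also added – NPY agonist 25 nM, then isoproterenol 1 µM plus Ro 20-1724 25 µM · Compound dosing – one concentration, 3.6 µM, in 0.4% DMSO · Schedule – compound incubation 1 h at room temperature, readout 45 min post-stimulation · Technique – fluorescence, membrane potential probe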
NPY-Y2 PAM-ag = potentiators or agonists of human neuropeptide Y receptor Y2; P49146; cells expressing NPY-Y2, potentiator/agonist read-out; activation, % at 3.6 µM; actives 0.45% (n = 220,000); in the data active = activation above about 27%;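 also: cells stimulated with NPY near EC25 plus isoproterenol at EC100; 0% = vehicle plus submaximal agonist and 100% = vehicle plus saturating agonist; some results beyond the cut were filed as inactive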
S1P4 antag = human S1P4 receptor antagonism; S1P4-expressing cells, antagonist mode, reporter read-out; O95977; AID 1510; inhibition, % at 4.98 µM; actives 0.26% (n = 220,000); in the data active = inhibition above about 29%;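 also: 0% = wells stimulated with agonist and 100% = vehicle wells without agonist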
TRPN1 ag = zebrafish TRPN1 (NompC) channel agonism; HEK293 zebrafish TRPN1-YFP, Fluo-8 calcium fluorescence; 100% = response to 87 µM carbachol; activation, % at 3 µM; actives 0.18% (n = 220,000);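 active = activation above its plate's cutoff, the mean activation of test wells on that plate plus 3 SD, cut at about 19% in these data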;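 also: 0% = DMSO alone and 100% = 87 µM carbachol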
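Material: zebrafish TRPN1-YFP in HEK293 cells. Doses: one dose of 3 µM, 0.3% DMSO. Incubation: dye 1 h 37 °C plus 30 min RT. Measured by: intracellular calcium fluorescence with Fluo-8.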
CHOP inh = CHOP inhibition in unfolded protein response; CHO-K1 CHOP-promoter luciferase, tunicamycin-induced, 15-18 h; inhibition, % at 10 µM; actives 3.8% (n = 220,000); AID 2732;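 active = compounds that reduced the stress-induced luciferase reporter signal by more than about 70% of percent inhibition, limit read from the data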;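 also: 0% = tunicamycin plus vehicle and 100% = wells without tunicamycin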
The depositor's hits bear a star; x = no result given; & = joins results of further samples.

The first 4 entries, ahead of the listing:
SMILES	S1P4 agonist	TRPML3 ag	NPY1 pot ag	EP2 modulator	NPY Y1 blocker	NPY-Y2 PAM-ag	S1P4 antag	TRPN1 ag	CHOP inh
COC(=O)C(O)(CC(=O)Nc1cc(OC)c(OC)c(OC)c1)C(F)(F)F (configuration not stated)	-0.1	-0.3	8	-2	0	3	-9	1.0	10
CCOc1cc(CO)cc(Br)c1OCC(N)=O	1.4	0.7	-10	2	-1	-13	3	0.1	0
COc1cc(OC)c(OC)cc1/C=N/NC(=O)CC1C(=O)NN=C1C (configuration not stated)	-1.6	-0.5	-4	-21	-2	-2	-15	-0.5	-6
O=C(CSCCO)Nc1nccs1	2.1	1.1	2	11	7	1	-17	1.9	14

Results, from the first entry:
SMILES	S1P4 agonist	TRPML3 ag	NPY1 pot ag	EP2 modulator	NPY Y1 blocker	NPY-Y2 PAM-ag	S1P4 antag	TRPN1 ag	CHOP inh
COC(=O)C(O)(CC(=O)Nc1cc(OC)c(OC)c(OC)c1)C(F)(F)F (configuration not stated)	-0.1	-0.3	8	-2	0	3	-9	1.0	10
CCOc1cc(CO)cc(Br)c1OCC(N)=O	1.4	0.7	-10	2	-1	-13	3	0.1	0
COc1cc(OC)c(OC)cc1/C=N/NC(=O)CC1C(=O)NN=C1C (configuration not stated)	-1.6	-0.5	-4	-21	-2	-2	-15	-0.5	-6
O=C(CSCCO)Nc1nccs1	2.1	1.1	2	11	7	1	-17	1.9	14
COc1ccc(C(CC(=O)c2ccccc2)CC(=O)c2ccccc2)cc1OC	0.3	-0.4	-45	27	17	-32	-14	-1.9	-8
Nc1c(C(=O)NCc2ccc(Cl)cc2)sc2nc3c(c(C(F)(F)F)c12)CCC3	0.6	0.9	-16	10	-3	10	-4	1.0	30
Cc1ccc(SCCC(=O)Nc2nccs2)cc1	1.7	0.4	11	-4	9	4	-5	-1.6	3
O=C(Oc1ccc(Cl)cc1)c1ccc(COC(=O)c2cnccn2)cc1	-0.5	1.2	9	0	-5	-6	2	2.9	53
O=C(NCCc1ccccc1)C1CCN(C(=O)NCc2ccccc2)CC1	0.3	0.4	16	-24	5	14	6	1.9	-3
COc1ccccc1/C=c1\sc2nc(-c3ccco3)nn2c1=O	0.7	2.7	1	22	1	0	8	0.0	10
CC(=O)Cc1cc(O)c2ccccc2c1OC(=O)c1ccc(Br)cc1	1.4	-0.1	3	-15	x	1	7	-1.0	3
O=C(NCCc1ccc(F)cc1)c1cc(=O)c2ccccc2o1	0.4	0.8	-13	-13	-1	5	-18	1.4	11
COc1ccc(C(=O)/C=C(\C)NCc2ccc3c(c2)OCO3)cc1	-2.6	0.5	-7	-25	5	-13	10	1.2	4
FC(F)(F)Oc1ccc(NC(=S)Nc2ccc(OC(F)(F)F)cc2)cc1	0.6	1.7	14	-31	x	-7	-7	10	45
COCCNC(=O)COc1ccccc1Cl	-1.7	1.1	2	-40	4	1	-6	1.3	-6
C=C1C(C(=O)Nc2ccccc2)C1C(=O)Nc1ccccc1 (configuration not stated)	1.7	0.2	16	9	x	13	-21	-1.2	24
CC(=O)c1cccc(NC2c3ccccc3C(=O)N2Cc2ccc3c(c2)OCO3)c1 (configuration not stated)	-1.0	-0.4	2	8	6	5	-2	-1.5	22
Cc1cc(C)c2c(c1)SC1=NC(c3ccccc3)(C(F)(F)F)NC(=O)N12 (configuration not stated)	0.2	-0.8	-9	-48	1	-13	-18	-2.2	94*
CS(=O)(=O)N(CC(=O)N1CCOCC1)Cc1ccccc1	0.8	0.2	-30	5	8	-3	-1	-0.8	34
COC(=O)C(CC(=O)c1ccc(Br)cc1)n1ccnc1 (configuration not stated)	0.4	0.8	-56	1	2	-23	12	0.5	6

Compound profiles, as listed above.
COc1ccc(C(=O)/C=C(\C)NCc2ccc3c(c2)OCO3)cc1 reads S1P4 agonist: -2.6; TRPML3 ag: 0.5; NPY1 pot ag: -7; EP2 modulator: -25; NPY Y1 blocker: 5; NPY-Y2 PAM-ag: -13; S1P4 antag: 10; TRPN1 ag: 1.2; CHOP inh: 4
C=C1C(C(=O)Nc2ccccc2)C1C(=O)Nc1ccccc1 (configuration not stated) reads S1P4 agonist: 1.7; TRPML3 ag: 0.2; NPY1 pot ag: 16; EP2 modulator: 9; NPY Y1 blocker: x; NPY-Y2 PAM-ag: 13; S1P4 antag: -21; TRPN1 ag: -1.2; CHOP inh: 24

More records follow.
SMILES	S1P4 agonist	TRPML3 ag	NPY1 pot ag	EP2 modulator	NPY Y1 blocker	NPY-Y2 PAM-ag	S1P4 antag	TRPN1 ag	CHOP inh
O=C(CSc1ncn(-c2ccccc2)n1)Nc1nccs1	0.2	-0.2	-4	-8	6	8	-6	-0.3	4
N#CC1=C(N)N2C(=C(C#N)C1c1ccccc1)Sc1ccccc12 (configuration not stated)	1.5	0.5	14	9	-5	10	-9	0.1	-25
CC1(C)CC2(CCO1)C(Nc1ccccc1)=NC(=S)N2CC(N)=O (configuration not stated)	-0.6	0.8	-4	-2	x	-3	-13	-0.9	6
O=c1nc2ccccc2c(NS(=O)(=O)c2ccc(Cl)cc2)n1-c1ccccc1	0.0	0.9	-4	41	1	0	-8	1.7	28
COc1ccc(NC(=S)NNC(=O)c2ccccc2OC(F)F)cc1	1.0	0.2	1	10	3	-10	3	-0.4	-12
O=c1[nH]cc(C(F)(F)F)cc1NS(=O)(=O)c1ccccc1[N+](=O)[O-]	-0.1	0.3	4	-20	1	-9	-9	0.5	24
CO/N=C(/CS(=O)(=O)c1ccc(C)cc1)c1ccc(OC)cc1	-3.4	-0.4	-23	0	0	-2	13	-0.6	-11
COc1ccc(-c2noc(C3CCCN(C(=O)c4ccccc4)C3)n2)cc1 (configuration not stated)	-1.0	1.4	11	-13	x	-7	-6	3.4	-2
CC(=O)Nc1cccc(Oc2nc(-c3ccccn3)nc3ccccc23)c1	-0.6	-0.1	2	-53	x	-6	0	1.7	4
CC1CCN(C(=O)CSc2nc3[nH]ncc3c(=O)[nH]2)CC1	-1.6	-0.4	0	-4	2	11	-14	-0.7	-1

Already shown: an excerpt of the list.
SMILES	S1P4 agonist	TRPML3 ag	NPY1 pot ag	EP2 modulator	NPY Y1 blocker	NPY-Y2 PAM-ag	S1P4 antag	TRPN1 ag	CHOP inh
Nc1c(C(=O)NCc2ccc(Cl)cc2)sc2nc3c(c(C(F)(F)F)c12)CCC3	0.6	0.9	-16	10	-3	10	-4	1.0	30
Cc1ccc(SCCC(=O)Nc2nccs2)cc1	1.7	0.4	11	-4	9	4	-5	-1.6	3

Copied from the list.
Result of C=C1C(C(=O)Nc2ccccc2)C1C(=O)Nc1ccccc1 (configuration not stated) under S1P4 agonist: 1.7
Result of O=C(CSCCO)Nc1nccs1 under S1P4 agonist: 2.1
Result of COCCNC(=O)COc1ccccc1Cl under CHOP inh: -6

Going on with the list:
SMILES	S1P4 agonist	TRPML3 ag	NPY1 pot ag	EP2 modulator	NPY Y1 blocker	NPY-Y2 PAM-ag	S1P4 antag	TRPN1 ag	CHOP inh
CCc1nnc(NC(=O)c2cc(-c3ccncc3)nc3ccccc23)s1	-0.5	0.2	12	-19	x	25	3	0.4	4
O=C(NCCC1=CCCCC1)C(=O)NCc1ccccc1	-0.7	0.3	-7	-5	6	7	-2	-0.4	17
O=C(Nc1nnc(COc2ccc(Cl)cc2)s1)c1cccs1	1.6	0.8	-7	-5	-3	-3	-6	0.8	27
O=C(COc1ccccc1)N1CCN=C1c1ccccc1	0.6	-0.2	-1	-15	-4	-7	-7	0.6	21
O=C1CSC(c2cccnc2)N1c1cccc(Cl)c1 (configuration not stated)	0.5	0.1	15	15	10	11	-5	0.5	-7
C=CCNC(=O)CSc1ncc2c(n1)-c1c(csc1SC)CC2	1.1	-1.0	-4	-18	x	-10	4	-2.1	20
COc1ccccc1N1CCN(C(=O)CSc2nc(N)cc(=O)[nH]2)CC1	0.4	0.3	-24	11	-6	-1	-6	-1.0	-9
CCOc1cc(CNCc2cccs2)cc(Br)c1OC	-0.2	-0.6	5	9	5	-19	-16	0.2	30
COc1ccc(N(CC(=O)N/N=C/c2ccc3c(c2)OCO3)S(=O)(=O)c2ccc(NC(C)=O)cc2)cc1	-0.9	-0.4	12	-38	-3	0	-5	0.3	-5
CCC(=O)Nc1nc(C)cc(SCC(=O)OC)n1	1.3	0.7	-1	13	0	12	-7	1.0	29
COc1ccccc1C(=O)COC(=O)c1ccccc1O	-1.4	-0.3	17	31	6	2	-7	-0.4	-2
Cc1ccc(S(=O)(=O)c2c(C)cc(-c3ccccc3)[nH]c2=O)cc1	0.0	0.3	13	10	3	8	-10	0.3	8
CCOC(=O)Cc1[nH]nc2c1C(c1ccsc1)C(C#N)=C(N)O2 (configuration not stated)	0.0	0.6	-12	-17	-1	2	-35	0.1	-30
Cc1ccnc(-n2c(CCN3C(=O)c4ccccc4C3=O)nc3ccccc3c2=O)c1	3.1	-0.4	-5	10	-2	13	12	-0.9	36
CN(C)Cc1nc2c([nH]1)c(=O)n(C)c(=O)n2C	-1.1	1.0	-5	8&-2	0	-4	-12	1.7	28
CCCCNC(=O)CCCCCn1c(=O)[nH]c2cc(OC)c(OC)cc2c1=O	1.2	0.4	-9	4	5	-6	10	-0.2	6
CCn1c(Cc2ccc(OC)cc2)nnc1SCC(=O)Nc1nc2ccccc2s1	-0.5	0.4	13	7	5	-3	-16	-0.5	83*
O=C(CN1C(=O)COc2ccc(S(=O)(=O)N3CCOCC3)cc21)NCc1ccco1	1.1	0.9	1	18	x	7	-8	1.1	-29
COc1cc(NC(=S)NCCC(c2ccccc2)c2ccccc2)cc(OC)c1	2.6	-0.6	-41	17	5	-8	6	1.1	46
CCCCN(C)C(=O)c1cn(CC)c2ccc(S(=O)(=O)N(C)C)cc2c1=O	0.0	1.0	3	4	-9	-1	-7	0.1	-18
CCC1(C)Cc2c(sc3nn[nH]c(=O)c23)CO1 (configuration not stated)	3.8	0.1	14	2	2	-3	4	0.5	13
Cc1cccc(NS(=O)(=O)c2cc(C(=O)OC(C)C(=O)NCc3ccc4c(c3)OCO4)ccc2C)c1 (configuration not stated)	0.9	0.1	-3	-8	-2	-5	-7	-1.0	28
Cn1c(NNC(=O)c2cccc3ccccc23)cc(=O)n(C)c1=O	0.5	0.5	1	-7	4	-6	-4	0.5	28
CCN(CC)S(=O)(=O)c1cc(C(=O)c2nccn2C)ccc1Cl	1.4	0.2	-3	7	-3	9	-12	0.3	14

High-throughput results from PubChem.
